Diaph act CS = diaphorase activation or chemical reduction counter-screen | Diaphorase/resazurin coupled assay, resorufin fluorescence, 16 min; active compounds read high; 1 = vehicle wells, 0 = NADH-free wells | activation factor at 20 µM | 0.005% of 190,000 active | AID 1229;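 active means diaphorase activity raised at least twofold by the compound at 20 µM; inactive means activation factor below 2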
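test system = bacterial diaphorase enzyme (C. kluyveri) | quantity = enzyme 0.07 U/mL final | reagent = NADH substrate 0.114 mM plus resazurin dye 0.1 mM, final | incubation = 16 min enzyme reaction, ambient temperature | buffer or medium = HEPES pH 7.4 buffer with MgCl2 and Tween 20 | signal = fluorescence of resorufin, 544 nm excitation, 590 nm emission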
G6PDH counter = inhibits Leuconostoc G6PDH, flagging false hits in G6PDH-based assays; inhibition, % at 5 µM; Purified L. mesenteroides G6PDH, diaphorase/resazurin coupled fluorescence, 45 min; AID 1020; 0.12% of 200,000 active; in the data active means inhibition above about 50%
APP 5UTR inh = APP translation inhibition | SH-SY5Y APP 5'UTR-luciferase reporter, luminescence | inhibition, % at 2 µM | 0.82% of 190,000 active;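 active means inhibition above a set limit, derived from the sample mean plus 3 SD, cut at about 45% in these data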; further: values of inactives mirror those of a sister screen read the other way
APP 5'UTR act = APP 5'UTR luciferase reporter activation | activation, % at 2 µM | SH-SY5Y APP 5'UTR luciferase reporter, luminescence; zero percent = DMSO vehicle wells | 1% of 190,000 active | AID 1276;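 active means activation above a set limit, based on mean plus 3 SD of controls, cut at about 140% in these data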; further: values of inactives mirror those of a sister screen read the other way
STAT1 act = activators of IFN-gamma induced STAT1 signaling; NIH 3T3 STAT1-luciferase reporter, luminescence; 100% = IFN-gamma alone, no compound; activation (% of control), % at 5.5 µM; 2.6% of 200,000 active;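 active means activation above the screen-wide mean activation plus 3 SD, cut at about 130% in these data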;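 further: raw ratio to IFN-gamma control signal so 100% means no change and 0% no light; values of inactives mirror those of a sister screen read the other way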
FLuc stim CS = firefly luciferase counter-screen for stimulation assays; ATPlite luciferase biochemical, luminescence, 10 min; 0 = ATP-free wells, 1 = DMSO control; P08659; 200,000 tested, under 10 active; AID 1027; activation factor at 10 µM;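 active means luciferase activation factor, scaled between plate controls, of at least 2 with compound at 10 µM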
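Assay system: Luciferase/luciferin detection reagent, cell-free biochemical luciferase assay / Also added: ATP substrate / Schedule: 10 min at ambient temperature / Measured by: luminescence measurement of luciferase light output / Benchmarks: low control with PBS replacing ATP, high control enzyme plus ATP without compound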
FLuc inhib CS = inhibits firefly luciferase, flagging false hits in luciferase inhibition screens; ATPLite firefly luciferase biochemical luminescence, 10 min; 1.5% of 200,000 active; inhibition, % at 10 µM; AID 1006; P08659;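 active means inhibition above about 50% when tested at 10 µM, limit read from the data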
NF-kB expr up = compounds increasing NF-kB expression in human neuronal cells; NF-kB reporter expression; active compounds read high; fold change at 12.5 µM; 1.6% of 190,000 active; AID 1239; in the data active means fold change above about 3.3
Diaphorase inh = counter-screen for diaphorase-based assays: diaphorase inhibitors and chemical oxidizers. diaphorase resazurin-to-resorufin fluorescence, NADH, 16 min; bacterial (C. kluyveri) enzyme, not human. inhibition, % at 20 µM. 0.69% of 190,000 active. AID 1217;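 active means primary screen inhibition at 20 µM above a set limit, cut at about 50% in these data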;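 further: plate controls were DMSO with full reaction for no effect and wells lacking NADH for full effect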
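Benchmarks: positive control wells lacking NADH, neutral wells with DMSO only. System: bacterial diaphorase enzyme (C. kluyveri). Input: 0.14 U/mL diaphorase, enzyme working solution. Detection: resorufin fluorescence, excitation 544 nm, emission 590 nm. Times: 16-min room-temperature incubation before reading.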
TLR4 MyD88 comp = TLR4-MyD88 interaction inhibition in cells; O00206+Q99836; HeLa CL3-4 TLR4/MyD88 BLA complementation, FRET ratio; inhibition, % at 8.4 µM; 0.18% of 200,000 active; AID 861; in the data active means inhibition above about 25%;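 further: 0% = vehicle and 100% = reference inhibitor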
Target sequence (O00206 whole entry, looked up): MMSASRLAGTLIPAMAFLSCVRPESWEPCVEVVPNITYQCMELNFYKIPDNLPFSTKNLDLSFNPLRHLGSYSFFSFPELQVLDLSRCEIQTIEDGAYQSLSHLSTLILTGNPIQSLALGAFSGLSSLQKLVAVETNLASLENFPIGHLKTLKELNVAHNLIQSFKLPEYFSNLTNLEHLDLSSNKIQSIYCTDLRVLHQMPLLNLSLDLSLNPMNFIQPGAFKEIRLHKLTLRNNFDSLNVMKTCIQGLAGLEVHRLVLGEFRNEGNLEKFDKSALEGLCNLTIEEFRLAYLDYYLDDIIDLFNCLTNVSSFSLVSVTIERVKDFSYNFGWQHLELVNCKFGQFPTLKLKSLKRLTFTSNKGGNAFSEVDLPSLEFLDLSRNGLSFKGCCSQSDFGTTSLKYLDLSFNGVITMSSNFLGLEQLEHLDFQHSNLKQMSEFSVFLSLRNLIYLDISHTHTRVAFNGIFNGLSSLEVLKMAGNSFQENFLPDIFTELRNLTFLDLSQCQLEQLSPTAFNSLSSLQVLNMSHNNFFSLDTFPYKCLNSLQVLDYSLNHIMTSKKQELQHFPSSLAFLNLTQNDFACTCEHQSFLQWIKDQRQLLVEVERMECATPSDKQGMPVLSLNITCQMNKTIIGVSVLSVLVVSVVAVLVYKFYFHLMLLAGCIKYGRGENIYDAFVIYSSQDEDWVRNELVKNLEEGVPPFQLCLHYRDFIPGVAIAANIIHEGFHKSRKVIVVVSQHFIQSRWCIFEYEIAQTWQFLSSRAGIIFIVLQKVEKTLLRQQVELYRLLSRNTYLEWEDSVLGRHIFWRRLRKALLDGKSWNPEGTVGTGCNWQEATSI
Target sequence (Q99836 whole entry, looked up): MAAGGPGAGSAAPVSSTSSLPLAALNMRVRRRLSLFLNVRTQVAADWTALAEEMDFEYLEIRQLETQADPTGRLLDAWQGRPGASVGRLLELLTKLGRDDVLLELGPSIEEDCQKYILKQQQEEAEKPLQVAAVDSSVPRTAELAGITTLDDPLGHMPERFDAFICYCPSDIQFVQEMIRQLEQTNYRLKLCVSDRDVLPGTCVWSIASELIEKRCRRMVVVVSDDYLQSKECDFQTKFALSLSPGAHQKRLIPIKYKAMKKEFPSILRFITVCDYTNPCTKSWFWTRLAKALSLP
An asterisk follows results filed as active; · = not tested or not shown.

SMILES	Diaph act CS	G6PDH counter	APP 5UTR inh	APP 5'UTR act	STAT1 act	FLuc stim CS	FLuc inhib CS	NF-kB expr up	Diaphorase inh	TLR4 MyD88 comp
O=C(Nc1ccccc1)OC(CN1CCCCC1)C(F)(F)F (stereo not drawn)	0.9	8	-11	11	100	1.1	-8	1.2	8	1
COCCN1CCC(CNCc2cn[nH]c2-c2ccc(C)c(C)c2)C1 (stereo not drawn)	1.2	14	-4	4	106	1.1	-6	1	-23	-4
CCOC(=O)c1nnn(-c2nonc2N)c1CSc1ccccn1	0.9	1	5	-5	101	1	3	1.3	9	3
COc1ccccc1-n1c(SCC(=O)N2CCCC2)nc2cccnc21	1	8	5	-5	96	1.1	-7	1.1	-3	-3
Cc1onc(-c2ccccc2Cl)c1C(=O)N1CCN(C(=O)c2ccco2)CC1	0.9	5	-6	6	102	1	-1	1.2	8	10
Cn1c(Cn2nnc3ccccc32)nnc1SCC(=O)N1CCc2ccccc21	0.9	0	-4	4	100	1	-4	1.7	10	2
CNC(=S)N(C)[C@H]1c2c(ccc3ccccc23)OC[C@H]1CO	1	2	12	-12	101	1	-4	1.1	0	1
CC1CCN(C(=O)CSCc2ccc(Cl)cc2)CC1	0.9	-2	-74	73	123	1	3	2.3	6	-7
COC(=O)/C=C1/N/C(=N\c2nc(C)cc(C)n2)N(c2cccc(C)c2)C1=O	0.9	2	-2	2	97	1	-2	1.2	14	-6
C=CCn1c(Sc2nc(C)cs2)nc2c1c(=O)[nH]c(=O)n2C	1	7	-9	9	103	1	-4	1.1	3	4
Cc1ccc(NS(=O)(=O)c2ccc(OCC(=O)NCC3CCCO3)cc2)cc1 (stereo not drawn)	1	13	5	-5	100	1.1	-6	1.1	1	-1
CS(=O)(=O)c1nc(-c2ccc(Br)cc2)cc(-c2ccccc2)c1C#N	0.9	3	2	-2	102	1.1	-7	0.96	12	4
CC(/C=C/c1ccc2c(c1)OCO2)=N/NC(=O)C1COc2ccccc2O1 (stereo not drawn)	0.8	-5	-5	5	101	1	-2	1	19	9
COC(=O)/C=c1/s/c(=C(/C#N)C(=O)N2CCOCC2)n(-c2ccccc2)c1=O	0.8	1	8	-8	89	1.1	-7	1.2	21	-4
Nc1ccc2nc(SCC(=O)Nc3ccc(N4CCOCC4)c(Cl)c3)sc2c1	0.8	-4	4	-4	108	1	-3	1.1	22	2
CN(C)c1nc(Oc2ccc(=O)[nH]n2)nc(N2CCOCC2)n1	1	10	-5	5	90	1	-2	0.96	-5	3
Cc1cc(C(=O)CSc2nnc(-c3ccncc3)n2-c2ccccc2)c(C)n1C	0.8	6	-18	18	97	1.1	-8	1.5	21	-13
C=CCn1c(COc2ccccc2)nnc1SCC(=O)Nc1ccc(S(N)(=O)=O)cc1	0.8	2	5	-5	97	1	-4	1.1	17	0
Cc1ccc(-c2nc3ccccc3c(=O)n2CCCn2ccnc2)cc1	0.9	19	-16	16	99	1	-4	0.82	6	9
C=CCNC(=O)c1ccc2c(=O)n(CCCN3CCCC3=O)c(=S)[nH]c2c1	1	6	10	-10	103	1	-3	1.1	-5	-4
O=[N+]([O-])c1ccc(OCC(O)CN(C2CCCCC2)C2CCCCC2)cc1 (stereo not drawn)	0.9	12	-12	12	108	1.1	-8	1	14	-7
c1nc(NC2CCCCCC2)c2[nH]cnc2n1	0.8	-7	-2	1	100	1	0	1.4	20	-3
Cc1ccc(-c2ccc(SCC(=O)NCC3CCCO3)nn2)cc1 (stereo not drawn)	1	2	-2	2	102	0.7	30	1.3	3	-13
CCOC(=O)Cn1c2c(c(=N)c3c1CCC3)CCCC2	0.9	17	3	-3	98	1.1	-10	0.94	9	-11
COc1ccc(C(=O)NC(=S)NCc2ccco2)cc1OC	0.9	-19	8	-8	105	1	-4	0.83	12	7
Cc1cccc(C)c1Nc1ncnc(N)c1[N+](=O)[O-]	0.9	-18	-6	6	101	1	-3	0.8	11	-1
Cc1ccc(Cl)c(OC(=O)c2nn(C(C)C)c(=O)c3ccccc23)c1	0.9	17	-15	15	100	1	0	1	15	-3
O=C(Nc1cccc2ccccc12)c1cnsn1	1	7	-4	4	93	1	-3	1.2	2	-1
Cc1ccc(/C=N/NC(=O)c2ccc(C(=O)N/N=C/c3ccc(C)s3)o2)s1	1	3	-3	3	100	0.9	14	1.1	-4	-10
CCOc1ccc(NC(=S)N=Nc2c(O)[nH]c3ccccc23)cc1	0.9	-7	15	-15	104	1	-2	0.8	14	6
CCOC(=O)COc1ccc(C(=O)c2ccccc2)c(O)c1	0.8	-1	-7	7	88	1.1	-6	1	18	10
Cc1sc2nc(CN(C(=O)c3cccs3)C3CCCC3)[nH]c(=O)c2c1C	0.9	4	-9	9	97	1	-4	1.1	13	-6
CCCSc1nc2c3c(sc2c(=O)[nH]1)CC(C)(CC)OC3 (stereo not drawn)	0.9	2	-10	10	108	0.9	12	·	7	1
COc1ccc(N=C2SC(CC(=O)Nc3cccc(Cl)c3)C(=O)N2Cc2ccco2)cc1 (stereo not drawn)	0.8	14	15	-15	98	1.1	-7	0.5	25	-3
COc1ccc(NC(=O)N(Cc2ccc(C)cc2)Cc2ccccn2)c(OC)c1	·	·	0	0	99	·	·	·	·	3
COc1cc(CN2CCSCC2)cc(OC)c1OC	0.9	5	-21	21	97	1	-2	1	11	7

6 entries from above, reformatted.
smiles | Diaph act CS | G6PDH counter | APP 5UTR inh | APP 5'UTR act | STAT1 act | FLuc stim CS | FLuc inhib CS | NF-kB expr up | Diaphorase inh | TLR4 MyD88 comp
Cc1cccc(C)c1Nc1ncnc(N)c1[N+](=O)[O-] | 0.9 | -18 | -6 | 6 | 101 | 1 | -3 | 0.8 | 11 | -1
Cc1ccc(/C=N/NC(=O)c2ccc(C(=O)N/N=C/c3ccc(C)s3)o2)s1 | 1 | 3 | -3 | 3 | 100 | 0.9 | 14 | 1.1 | -4 | -10
COc1cc(CN2CCSCC2)cc(OC)c1OC | 0.9 | 5 | -21 | 21 | 97 | 1 | -2 | 1 | 11 | 7
CCOc1ccc(NC(=S)N=Nc2c(O)[nH]c3ccccc23)cc1 | 0.9 | -7 | 15 | -15 | 104 | 1 | -2 | 0.8 | 14 | 6
Cc1ccc(Cl)c(OC(=O)c2nn(C(C)C)c(=O)c3ccccc23)c1 | 0.9 | 17 | -15 | 15 | 100 | 1 | 0 | 1 | 15 | -3
CCCSc1nc2c3c(sc2c(=O)[nH]1)CC(C)(CC)OC3 (stereo not drawn) | 0.9 | 2 | -10 | 10 | 108 | 0.9 | 12 | · | 7 | 1

The listing continues:
SMILES	Diaph act CS	G6PDH counter	APP 5UTR inh	APP 5'UTR act	STAT1 act	FLuc stim CS	FLuc inhib CS	NF-kB expr up	Diaphorase inh	TLR4 MyD88 comp
CC(=O)Nc1ccc(NC(=O)CCC(=O)NCCO)cc1	0.9	4	14	-14	111	1	-3	0.99	8	6
O=C1c2ccccc2C(=O)N1CC1c2ccccc2CCN1S(=O)(=O)c1cnc[nH]1 (stereo not drawn)	0.8	3	19	-19	92	1	-4	0.85	17	0
CC(C)(C)OC(=O)NNC1CC(=O)N(c2ccccc2F)C1=O (stereo not drawn)	0.9	1	1	-1	100	1.1	-8	1.1	11	-16
CC(C)CC(c1nnnn1C(C)(C)C)N1CCN(C2CCCC2)CC1 (stereo not drawn)	0.9	4	5	-5	99	1.1	-7	1.1	11	0
CCOC(=O)C1=C(C)NC(=O)NC1c1c(OCC(=O)N2CCCCC2)ccc2ccccc12 (stereo not drawn)	0.8	14	6	-6	104	1.1	-5	0.74	19	5
COc1ccc(C(=O)NC(Cc2ccccc2)c2ccc3c(c2)OCCCO3)cc1 (stereo not drawn)	0.9	-1	-5	5	102	1	-4	1.2	14	9
Cn1c(SCC(=O)Nc2ccccc2-c2ccccc2)nnc1-c1ccco1	0.8	4	2	-2	103	1.1	-5	0.89	20	-3
CCC(=NC(C)c1ccccc1)c1c(O)n(C)c(=O)n(C)c1=O (stereo not drawn)	0.9	-5	9	-9	85	1.1	-10	0.45	12	15
CC(=O)Oc1ccc2occ(C(=O)c3cccs3)c2c1	0.9	3	-84	84	104	0.8	15	2.5	12	4
Cc1cc(NN)nc(NS(=O)(=O)c2ccc(Cl)cc2)n1	0.8	8	-8	8	98	1	-1	0.83	21	10
O=C(CSc1nnc(CNC(=O)c2c(F)cccc2Cl)o1)c1ccccc1	0.9	4	-21	21	100	1	-4	1	5	27*
Cc1ccnn2c(-c3ccccc3)c3c(=O)n(C)c(=O)n(C)c3c12	0.9	7	0	0	128	1.2	-18	1.4	12	-2
Cc1c2c(nc3c(C(=O)NC4CC4)cnn13)CCCC2	0.9	-2	-18	18	108	1	2	1.9	13	-2
CC(=O)Nc1ccc(C2NC(=S)N(c3ccccc3C(F)(F)F)C(C)=C2C(=O)N2CCOCC2)cc1 (stereo not drawn)	1	6	-2	2	95	1.1	-5	1.1	0	6
Cc1ccc(S(=O)(=O)N(CC2CO2)c2ccccc2[N+](=O)[O-])cc1 (stereo not drawn)	·	8	2	-2	97	1.1	-7	1	·	-17
COc1ccc(-n2c(Cc3cccn3C)nnc2SCC(=O)Nc2ccc(C)cc2)cc1	0.7	-29	0	0	94	1.1	-5	0.81	27	-11
O=c1cc(N2CCCCC2)c(-c2ccccc2)nn1Cc1ccccc1	0.9	11	-14	14	94	1	3	0.97	12	-4
CCOC(=O)C1(Cc2ccc(OC)cc2)CCN(C(=O)c2csc(C)n2)CC1	0.9	5	-8	8	102	1	-2	0.98	7	-7
O=C(COC(=O)/C=C/c1cccc([N+](=O)[O-])c1)NCCCN1CCCC1=O	0.9	16	2	-2	92	1	-4	1.2	8	14
Cn1cc(C(=O)NCCO)c(=O)c2ccccc21	1	2	-18	18	100	1	-1	1.2	-2	-3
CCOC(=O)c1cnc2[nH]c3ccccc3n2c1=O	·	5	-30	30	104	0.7	26	1.6	·	-7
COC(=O)Nc1ccc(S(=O)(=O)N2CCCC(C(=O)Nc3cccc4c3OCCO4)C2)cc1 (stereo not drawn)	0.9	-9	35	-35	106	1.1	-11	0.97	13	-5
NC(=O)Nc1ccc(Oc2c(F)c(F)c(F)c(F)c2F)cc1	0.8	-1	-13	13	110	1	-4	0.96	17	-6
O=C1CCC([N+](=O)[O-])C(c2ccc(Cl)c([N+](=O)[O-])c2)N1 (stereo not drawn)	0.8	-2	-14	14	98	1.1	-7	1.2	17	13
COC(=O)c1cc2sc(Cl)cc2n1CC(=O)NCCC(C)C	1	10	-10	10	99	1	-2	0.98	0	8
Cc1cccc(NC(=S)NC(=O)CC2CC(C)(C)OC2=O)c1 (stereo not drawn)	0.9	22	-41	41	95	1.1	-11	1	6	7
Cc1nc2ncnn2c(N2CCN(C(=O)Cc3cccs3)CC2)c1C	0.9	5	4	-4	95	1	-4	0.91	10	1
COc1ccc(C2=[N+]([O-])C(C)(C)C(c3ccccc3)=N2)cc1	0.7	2	-5	5	101	1.1	-7	1.4	28	-16
O=C(N/C(=C\c1cccnc1)c1nc2ccccc2[nH]1)c1cccc(Br)c1	0.9	-16	3	-3	107	1	-4	1.2	15	-5

Screens deposited in PubChem by several laboratories.
